HKDC1 inh: HKDC1 hexokinase inhibitors, primary screen, biochemical, fluorescence, uHTS. hit rate 0.16% among 340,000. Q2TB90. inhibition, % at 20 µM. recombinant HKDC1, G6PDH/diaphorase resazurin coupled fluorescence;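 active means inhibition above about 35% when tested at 20 µM, limit read from the data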;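 further: plate controls were DMSO wells with enzyme for no effect and DMSO wells lacking enzyme for full effect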
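Test system: recombinant HKDC1 (HK5) hexokinase enzyme, produced in-house; Amount: enzyme 5 µg/mL final; Buffer or medium: Tris pH 8.0 buffer with MgCl2, Tween-20, BSA, BME; Reagent: glucose and ATP substrates; Doses: 20 µM test compound, 1% DMSO; Incubation: 90 min reaction incubation at room temperature, dark; Detection: resorufin fluorescence at 613 nm.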
SENP8 block-1: human SENP8 protease inhibitors, primary screen, biochemical, fluorescence, Nedd8 protein substrate, uHTS | Sentrin-specific protease 8 (Homo sapiens), Q96LD8 | recombinant SENP8 | inhibition, % at 20 µM | hit rate 0.64% among 360,000 | AID 602440, 2012; in the data active means inhibition mostly above about 40%, no sharp cut-off; inactive means mostly below about 27%
Target sequence (Q96LD8 whole entry, looked up): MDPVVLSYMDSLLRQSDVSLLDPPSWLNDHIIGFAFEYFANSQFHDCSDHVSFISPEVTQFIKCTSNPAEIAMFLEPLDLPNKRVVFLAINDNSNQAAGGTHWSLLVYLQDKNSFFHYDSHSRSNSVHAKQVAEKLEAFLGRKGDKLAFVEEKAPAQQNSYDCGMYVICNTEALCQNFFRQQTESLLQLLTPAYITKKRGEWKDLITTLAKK
PfGluPho inh: PfG6PD enzyme inhibitors, primary screen, biochemical, fluorescence intensity, uHTS. hit rate 0.78% among 350,000. AID 504690, 2011. inhibition, % at 20 µM. glucose-6-phosphate dehydrogenase-6-phosphogluconolactonase (Plasmodium falciparum 3D7). PfGluPho enzyme, NADPH resazurin-diaphorase fluorescence;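 active means inhibition reaching at least a set limit at 20 µM in the primary screen, cut at about 59% in these data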;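 further: 0% = DMSO wells with substrate and 100% = DMSO wells lacking glucose-6-phosphate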
SENP6 block: SENP6 protease inhibitors, primary screen, biochemical, luminescence, uHTS; Sentrin-specific protease 6 (Homo sapiens), Q9GZR1; Recombinant SENP6 catalytic domain, aminoluciferin luminescence; inhibition, % at 10 µM; AID 2599, 2010; hit rate 1.8% among 330,000;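 active means inhibition above about 50% at the single tested dose, limit read from the data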;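 further: plate controls were DMSO wells with enzyme for no effect and DMSO wells lacking enzyme for full effect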
SENP8 block-2: SENP8 protease inhibitors, primary screen, biochemical, luminescence; Sentrin-specific protease 8 (Homo sapiens), Q96LD8; purified SENP8, Z-RLRGG-aminoluciferin cleavage; inhibition, % at 10 µM; hit rate 1.2% among 330,000; AID 2540, 2010; in the data active means inhibition above about 50%
Apaf-1 inh: inhibitors of human Apaf-1 apoptosome, primary screen, biochemical, DEVD-Rh110 fluorescence, uHTS; Apoptotic protease-activating factor 1 (Homo sapiens), O14727; reconstituted apoptosome caspase-3 activity; inhibition, % at 20 µM; hit rate 0.71% among 330,000; AID 489030, 2010; active means inhibition of at least 40% at 20 µM;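 further: plate controls were DMSO wells for no effect and DEVD-CHO caspase inhibitor wells for full effect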
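Material: biochemical Apaf-1 apoptosome reconstitution. Medium: Hepes buffer, pH 7.5. Also added: cytochrome c activation, bis-DEVD rhodamine 110 substrate. Timing: 30 min compound preincubation, 50 min activation, room temperature. Measured by: rhodamine 110 fluorescence at Ex 480/Em 540 nm.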
SENP7 inh: SENP7 protease inhibitors, primary screen, biochemical, luminescence, uHTS. Sentrin-specific protease 7 (Homo sapiens), Q9BQF6. recombinant SENP7, Z-RLRGG-aminoluciferin luminescence, 40 min. inhibition, % at 5 µM. hit rate 1.5% among 330,000;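 active means inhibition above about 50% at the single test dose, limit read from the data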;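 further: plate controls were DMSO with enzyme for no effect and no enzyme buffer wells for full effect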
Target sequence (Q9BQF6 706-1050 limits assumed): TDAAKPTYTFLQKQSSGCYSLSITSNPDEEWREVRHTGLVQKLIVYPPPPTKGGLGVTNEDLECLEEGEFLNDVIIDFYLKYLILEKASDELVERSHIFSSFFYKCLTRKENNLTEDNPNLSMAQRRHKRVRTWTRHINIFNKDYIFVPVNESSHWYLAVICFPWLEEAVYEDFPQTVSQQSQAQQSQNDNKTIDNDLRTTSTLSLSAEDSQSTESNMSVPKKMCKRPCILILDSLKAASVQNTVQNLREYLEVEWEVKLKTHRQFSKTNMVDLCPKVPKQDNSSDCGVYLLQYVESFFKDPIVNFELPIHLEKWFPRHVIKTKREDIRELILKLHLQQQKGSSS
SENP1 FRET inh: human SENP1 catalytic domain inhibitors, primary screen, biochemical, FRET, uHTS | Sentrin-specific protease 1 (Homo sapiens), Q9P0U3 | inhibition, % at 10 µM | hit rate 0.21% among 360,000 | recombinant SENP1 catalytic domain, CyPet-SUMO1-YPet FRET cleavage;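 active means inhibition at least 30% at 10 µM, raw YFP signal under a set limit, fluorescence ratio 0.5 to 1.5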;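 further: 0% = enzyme with DMSO and 100% = no enzyme wells; some results filed as inactive read as strong as hits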
Target sequence (Q9P0U3 419-644 limits assumed): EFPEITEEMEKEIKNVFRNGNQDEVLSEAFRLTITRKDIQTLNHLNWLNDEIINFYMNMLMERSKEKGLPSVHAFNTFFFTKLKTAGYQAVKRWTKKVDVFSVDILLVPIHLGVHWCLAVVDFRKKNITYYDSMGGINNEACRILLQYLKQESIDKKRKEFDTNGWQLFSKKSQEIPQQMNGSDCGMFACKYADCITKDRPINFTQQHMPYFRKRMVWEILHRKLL
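Assay system: hSENP1 catalytic domain, recombinant. Amount: SENP1 enzyme, 20 pM final. Schedule: 50 min reaction, RT, dark. Technique: FRET, CFP and YFP emission. Control set: no-enzyme wells low, DMSO-plus-enzyme wells high control.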
* hit, by the source's call; nt = no result given.

entry	SMILES	HKDC1 inh	SENP8 block-1	PfGluPho inh	SENP6 block	SENP8 block-2	Apaf-1 inh	SENP7 inh	SENP1 FRET inh
1	Cc1sc(NC(=O)Cc2ccc3c(c2)OCO3)nc1-c1ccc2c(c1)CCN2C(=O)c1cccc(F)c1	-5	22	-6	7	0	-6	-2	-2
2	Cc1ccc(S(=O)(=O)N2CCCC(CCC(=O)NCc3ccccc3F)C2)s1 (stereo not drawn)	10	-1	17	-29	-6	5	-7	-1
3	O=C(c1cccc(S(=O)(=O)NCc2ccccc2)c1)N1CCN(c2ccc(F)cc2)CC1	3	5	8	-14	1	7	-3	0
4	Cc1ccc(C(=O)Nc2cccc(NC(=O)c3cccnc3)c2)cc1	1	5	-5	-13	6	-4	6	-1
5	Cn1c(=O)c(=O)n(C)c2cc(S(=O)(=O)Nc3ccc(OC(F)(F)F)cc3)ccc21	-8	-12	-5	-45	4	0	3	2
6	CC(C)=CCc1c(O)cc2oc3c(CC=C(C)C)c(O)c(O)c(CC=C(C)C)c3c(=O)c2c1O	2	1	-24	-4	4	-8	5	-75
7	Cc1ccc(-n2nc3ccc(N)cc3n2)c(C)c1	7	-313	3	78*	65*	68*	43	-117
8	Cc1ccc(C)n1C(CC(=O)O)c1ccc(C#N)cc1 (stereo not drawn)	-1	19	4	-6	-8	2	0	1
9	CC[C@]12c3[nH]c4cc(-c5ccco5)ccc4c3CCN1C(=O)[C@@H](CC(=O)NCc1ccc(OC)c(OC)c1)C[C@@H]2C(=O)N1CCN(C(=O)c2ccco2)CC1	-4	-374	39	nt	nt	19	-2	-17
10	CC1CN(C(=O)c2ccc3c(c2)OCO3)OC(c2ccccc2)O1 (stereo not drawn)	2	10	0	5	-4	-2	0	2
11	O=C1c2cccnc2C(O)N1C1CCCCC1 (stereo not drawn)	4	9	-13	-9	3	-6	4	-6
12	CN(C)CCNC(=O)c1coc(=O)c(Br)c1	-6	-485	1	-3	-2	10	2	0
13	COc1cccc(OCc2cc(C(=O)N3CCC(c4ccncc4)CC3)no2)c1	3	8	7	-1	2	-2	4	4
14	CCN(CC)CCN(C(=O)c1cc2ccccc2cc1OC)c1nc2ccc(OC)cc2s1	6	2	29	1	4	24	6	0
15	CN1C(=S)N(c2cccnc2)C(=O)/C1=C\c1ccc(N(C)C)cc1	-1	38	18	nt	nt	nt	nt	61*
16	CCOC(=O)c1cc(-c2ccc(C)c([N+](=O)[O-])c2)nc2c1c(=O)n(C)c(=O)n2C	nt	nt	nt	-3	-2	-13	-1	nt
17	COCCNC(=O)C(c1ccc(C)cc1)N(C(=O)C(=O)NC1CCCC1)c1ccc2c(c1)OCCO2 (stereo not drawn)	-9	4	-18	-12	1	-6	-2	2
18	COc1ccccc1OCc1ccc(C(=O)N2CCCCC2)o1	4	16	0	-19	-10	13	-11	1
19	Cn1c(CN2CCOCC2)nnc1SCC(=O)Nc1nccs1	-3	5	3	-11	-5	-4	6	-1
20	Cc1nc2cc(NC(=O)NCCC3=CCCCC3)ccc2o1	-11	4	17	-25	-4	3	-1	1
21	COc1cc2c(cc1OC)C1=CC(=O)C(=O)N1C(C)(C)C2	-5	-141	-2	-10	-7	11	2	-14
22	Cc1ncc(C[n+]2csc(CCOC(=O)CC34CC5CC(CC(C5)C3)C4)c2C)c(N)n1	-8	1	8	-14	-4	-14	5	1
23	O=C(CN1C(=O)C2CCCCC2C1=O)N1CCN(c2ncccn2)CC1 (stereo not drawn)	-3	-32	-9	-15	0	-7	7	3
24	CCN(CC)C(=O)CSc1nnc(NC(=O)CCc2ccccc2)s1	0	28	-9	-5	-8	-1	-2	1
25	CSc1nc2ccccc2c(=O)n1Cc1ccc(F)cc1	-2	14	-4	-10	-13	20	-5	2
26	O=C(NC1CCCC1)C1CCC(=O)N1CCc1ccccc1 (stereo not drawn)	-5	11	-3	-10	2	-3	-3	4
27	O=c1c2cc3c(=O)n(CC4CCCO4)c(=O)c3cc2c(=O)n1CC1CCCO1 (stereo not drawn)	-7	0	9	-53	-2	-8	-15	1
28	COc1ccc(OC2C(=O)N(Cc3ccc4c(c3)OCO4)C2c2sccc2C)cc1 (stereo not drawn)	-6	13	4	-21	2	16	6	1
29	COc1ccccc1NC(=O)CSc1nnnn1C1CCCC1	-22	8	-18	5	12	0	2	1
30	C=CCc1cc(C(=O)N2CCCCC2)ccc1O	-1	0	0	2	-2	9	2	1

3 structures already listed, ordered by number of heavy atoms, descending.
entry	SMILES	HKDC1 inh	SENP8 block-1	PfGluPho inh	SENP6 block	SENP8 block-2	Apaf-1 inh	SENP7 inh	SENP1 FRET inh
14	CCN(CC)CCN(C(=O)c1cc2ccccc2cc1OC)c1nc2ccc(OC)cc2s1	6	2	29	1	4	24	6	0
25	CSc1nc2ccccc2c(=O)n1Cc1ccc(F)cc1	-2	14	-4	-10	-13	20	-5	2
8	Cc1ccc(C)n1C(CC(=O)O)c1ccc(C#N)cc1 (stereo not drawn)	-1	19	4	-6	-8	2	0	1

Going on with the list:
entry	SMILES	HKDC1 inh	SENP8 block-1	PfGluPho inh	SENP6 block	SENP8 block-2	Apaf-1 inh	SENP7 inh	SENP1 FRET inh
31	CC(C)(C)NC(=O)C(c1ccncc1)N(C(=O)c1csnn1)c1cccc2ccccc12 (stereo not drawn)	-2	13	12	4	-8	-2	5	1
32	CCOc1cc(-c2nc(-c3cc(OC)c(OC)c(OC)c3)no2)cc(OCC)c1OCC	nt	nt	nt	5	-1	-18	-1	nt
33	CC(=O)c1sc2nc(-c3ccco3)ccc2c1N	11	-327	43	-52	-5	19	-1	-38
34	C/C(=N/NC(=O)CNC(=O)C1COc2ccccc2O1)c1cccc(O)c1 (stereo not drawn)	-14	14	10	25	5	-8	2	-1
35	COC(=O)c1c(NC(=O)COC(=O)CNC(=O)c2ccco2)sc(C)c1C	-5	-10	11	-1	6	-1	-4	1
36	COc1ccc(O)c(CN2CC3CCC(CC3)C2)c1	13	21	-15	nt	nt	nt	nt	0
37	Nc1nc(-c2cccc(NS(=O)(=O)c3ccccc3)c2)cs1	-2	15	6	1	1	2	-7	3
38	CCOCC(=O)Nc1nnc(Cc2ccc(OC)cc2)s1	-1	14	-16	4	4	3	8	3
39	CC1CCCC/C1=N\NC(=S)NCCc1ccccc1 (stereo not drawn)	-2	12	8	-8	-6	10	-9	1
40	COc1ccc(OCC(=O)Nc2ccc3oc(=O)ccc3c2)cc1	2	-58	-9	15	-1	18	-3	1
41	COc1ccc(/C=C/C(=O)c2cc(Br)ccc2OC(=O)c2ccco2)cc1OC	-11	7	19	5	7	9	0	0
42	COc1ccc(C(=O)/C=C/C(=O)N(CC(=O)NC2CCCCC2)Cc2cccs2)c(O)c1	9	-6	37	-2	2	3	4	0
43	O=C(O)c1ccc(-c2nnn(Cc3cccc(C(F)(F)F)c3)n2)cc1	-7	31	-32	-10	0	-10	2	3
44	O=C(COc1ccc2ccc(=O)oc2c1)NC1CCCC1	-2	-125	2	2	8	10	6	1
45	COc1cc(OC)cc(C(=O)NC(C(=O)NNC(=O)CN(C)S(=O)(=O)c2ccc(C)cc2)C(C)C)c1 (stereo not drawn)	-1	11	-3	nt	nt	nt	nt	0
46	Cc1sc2ncn3ncnc3c2c1C	-2	33	5	11	1	2	2	1
47	CCOC(=O)c1ccc(NC(=S)N2CCN(CCO)CC2)cc1	-4	12	0	16	1	-4	4	12
48	O=C(CC(c1ccccc1)C1CCCCC1=O)c1ccccc1 (stereo not drawn)	-4	17	0	nt	nt	nt	nt	2
49	Cc1ccc(C)c(NC(=O)COC(=O)c2ccc3ccccc3n2)c1	-4	-6	0	-6	-21	1	-12	38*
50	CCOc1cc(C=C(C(=O)OC)C(=O)OC)ccc1OCc1ccc([N+](=O)[O-])cc1	14	23	15	-29	-9	19	-3	-17
51	CC(C)(C)C1CCC(OC(=O)CN2CCCCC2)CC1 (stereo not drawn)	-2	9	8	-4	-6	-7	2	3
52	COC(=O)c1ccc(COC(=O)CNC(=O)c2cccs2)cc1	0	12	-4	2	-6	-6	0	-1

Quoted from above: entries 47–52
entry	SMILES	HKDC1 inh	SENP8 block-1	PfGluPho inh	SENP6 block	SENP8 block-2	Apaf-1 inh	SENP7 inh	SENP1 FRET inh
47	CCOC(=O)c1ccc(NC(=S)N2CCN(CCO)CC2)cc1	-4	12	0	16	1	-4	4	12
48	O=C(CC(c1ccccc1)C1CCCCC1=O)c1ccccc1 (stereo not drawn)	-4	17	0	nt	nt	nt	nt	2
49	Cc1ccc(C)c(NC(=O)COC(=O)c2ccc3ccccc3n2)c1	-4	-6	0	-6	-21	1	-12	38*
50	CCOc1cc(C=C(C(=O)OC)C(=O)OC)ccc1OCc1ccc([N+](=O)[O-])cc1	14	23	15	-29	-9	19	-3	-17
51	CC(C)(C)C1CCC(OC(=O)CN2CCCCC2)CC1 (stereo not drawn)	-2	9	8	-4	-6	-7	2	3
52	COC(=O)c1ccc(COC(=O)CNC(=O)c2cccs2)cc1	0	12	-4	2	-6	-6	0	-1

Source: PubChem
